Pf growth 96h – Primary qHTS for delayed death inhibitors of the malarial parasite plastid, 96 hour incubation. P. falciparum luciferase reporter growth, 96 h. Potency, µM (highest dose often 28.7 µM), for the others: at the top dose activity change, negative = inhibition, hits mostly inhibitors. 6.9% of 320,000 active; note: potency is the fitted concentration of half-maximal effect; % is set by controls: 0 for no effect and ±100 for the full control effect
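Plates of compound plus infected erythrocytes (2% hematocrit, 0.05% parasitemia final) incubate 96 hours, 37 C, 5% CO2. Detection reagent added; reduced luminescence from the parasites' luciferase reporter flags inhibition.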
Shiga toxin inh – A qHTS for Small Molecule Inhibitors of Shiga Toxin; 9.2% of 290,000 active; Vero cells, Shiga toxin protein synthesis inhibition reporter; inhibition, % at 38.7 µM; AID 2315, 2010; in the data active = inhibition mostly above about 28%, no sharp cut-off; inactive = mostly below about 43%; note: 0% is about no effect
LmPK inhibitor – qHTS Assay for Inhibitors of Leishmania Mexicana Pyruvate Kinase (LmPK). purified LmPK, Kinase-Glo ATP luminescence, 1 h. Potency, µM (doses to about 57.5 µM), inactives show top-dose activity change, negative = inhibition, usual class: inhibitors. 0.37% of 290,000 active; note: potency is the fitted concentration of half-maximal effect; % is set by controls: 0 for no effect and ±100 for the full control effect
Target sequence (Q27686 whole entry, looked up): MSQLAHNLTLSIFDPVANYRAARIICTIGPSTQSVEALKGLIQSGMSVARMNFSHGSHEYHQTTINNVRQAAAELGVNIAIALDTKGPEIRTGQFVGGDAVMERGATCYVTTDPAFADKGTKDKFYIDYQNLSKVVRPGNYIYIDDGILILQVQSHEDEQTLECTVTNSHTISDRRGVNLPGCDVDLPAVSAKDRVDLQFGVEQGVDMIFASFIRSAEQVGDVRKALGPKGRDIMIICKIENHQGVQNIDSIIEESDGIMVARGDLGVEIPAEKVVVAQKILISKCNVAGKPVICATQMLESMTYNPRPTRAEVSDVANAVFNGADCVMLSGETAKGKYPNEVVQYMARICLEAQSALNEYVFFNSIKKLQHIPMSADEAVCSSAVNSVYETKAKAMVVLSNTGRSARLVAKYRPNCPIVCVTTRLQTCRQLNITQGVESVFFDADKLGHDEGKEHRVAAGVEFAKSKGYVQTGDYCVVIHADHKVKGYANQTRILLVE
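Purified LmPK (0.1 nM) with 0.5 mM PEP and 0.1 mM ADP in imidazole buffer pH 7.2 with MgCl2/KCl, 1 h at room temperature. ATP formed was read by luciferase luminescence and normalized to no-enzyme and uninhibited controls.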
TbPYK inhibitor – qHTS of Trypanosoma Brucei Inhibitors. pyruvate kinase (Trypanosoma brucei), Q57TT1. TbPYK enzyme, Kinase-Glo Plus ATP luminescence, 45 min. AID 624173, 2012. 0.12% of 410,000 active. Potency, µM (doses to about 76.8 µM), for the others: at the highest dose activity, negative = inhibition, most hits filed as inhibitors; note: potency is the fitted concentration of half-maximal effect; % is set by controls: 0 for no effect and ±100 for the full control effect; nearly all actives have a fitted effect of over 50% in size
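Glycolytic pyruvate kinase of T. brucei was incubated with substrate, test compound and 130 uM ADP for 45 minutes at room temperature. Luminescent Kinase-Glo Plus signal was measured after 10 minutes.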
Pf growth 48h – Primary qHTS for delayed death inhibitors of the malarial parasite plastid, 48 hour incubation; P. falciparum luciferase growth in erythrocytes, 48 h; Potency, µM (titrated, usually from 28.7 µM), without a hit: at the highest dose activity change, negative = inhibition, most hits filed as inhibitors; 5.9% of 310,000 active; AID 504832, 2011; note: potency is the fitted concentration of half-maximal effect; % is set by controls: 0 for no effect and ±100 for the full control effect
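In quantitative HTS format, infected erythrocytes bearing luciferase-reporter parasites were treated for a single generation at 37 C. Luminescence after adding detection reagent served as the growth measure.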
HCV inh – qHTS Assay for Inhibitors of Hepatitis C Virus (HCV); AID 651820, 2012; Huh7.5.1 HCVcc-Cre infection, luciferase reporter, 44 h; Potency, µM (top dose mostly 41.8 µM), without a hit: top-dose activity change, negative = inhibition, hits mostly inhibitors; 3.4% of 340,000 active; note: potency is the fitted concentration of half-maximal effect; % is set by controls: 0 for no effect and ±100 for the full control effect
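1,000 cells/well; 4 h culture; + compound; + HCVcc-Cre (~0.5 moi); 44 h; luciferase substrate, RT 15 min; read 15 sec.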
Cycloheximide cs – Cycloheximide Counterscreen for Small Molecule Inhibitors of Shiga Toxin | AID 2314, 2010 | cell reporter, cycloheximide protein synthesis inhibition counterscreen | max response, % | 12% of 300,000 active; in the data active = max response mostly above about 13%, no sharp cut-off; inactive = mostly below about 14%; note: read at 38.3 µM for the half of the compounds with a filed dose; 0% is about no effect
* marks the source's active call; other numbers are inactive results; i = inactive; ? = inconclusive; / = no result given; & = joins results of further samples; [ ] = remark or other dose. Unless noted, calls come from the whole dose curve; as a rule, active = well fitted curve in the direction sought with a large enough effect; inconclusive = small, poorly fitted or top-dose-only effect, or another doubt; inactive = no such curve, though single readings can be large; an effect the other way counts as inactive or inconclusive.

SMILES | Pf growth 96h | Shiga toxin inh | LmPK inhibitor | TbPYK inhibitor | Pf growth 48h | HCV inh | Cycloheximide cs
Cc1nn(CC(=O)NN)c(C)c1Br | 18% | 9 | -4% | 6% | 17% | 5% | 1
Cc1cc(C)c2nc(NC(=O)c3ccc(OCC4CCCO4)cc3)sc2c1 (stereo unspecified) | ? | 65* | 0% | 0% | 107%[activator] | ? | 31*
COc1ccc(C(=O)Nc2cc(OC)cc(OC)c2)cc1 | / | 65* | 14µM* | -5% | 90%[activator] | -14% | 40*
CCC(=O)Nc1ccc(NC(=O)CSc2nnnn2-c2cccnc2)cc1C | 37%[activator] | -14 | -4% | 3% | 5% | 11% | -2
O=C(O)C1(O)C[C@H](O)C(O)[C@@H](O)C1 (stereo partly specified) | -1% | / | / | 3% | -8% | 13% | /
Cc1ccc(Cn2c(=O)n(C)c(=O)c3sccc32)cc1 | 20% | 19 | 1% | 0% | 86%[activator] | ? | -1
COc1ccc2c(c1)-c1ccccc1S(=O)(=O)N2C(C)=O | 12µM* | -17 | 4% | -25% | -12% | -2% | -3
Cc1ccc(NC(=O)CCNS(=O)(=O)c2cc(Br)cnc2N)c(Cl)c1 | -28% | -19 | 0% | / | -14% | 1%[0.335 µM] | -4
Cc1cc(F)ccc1S(=O)(=O)N1CCCOC1CNC(=O)C(=O)NCc1ccco1 (stereo unspecified) | ? | -5 | 0% | 0% | -14% | 3% | -5
COc1cc2c(cc1OC)-c1nc3ccccc3c(=O)n1C(C)(C)C2 | ? | -16 | -2% | -2% | / | / | -2
O=C(CSc1nc(-c2ccccc2)c(-c2ccccc2)[nH]1)Nc1ccc2c(c1)OCO2 | ? | 24 | 9% | -4% | -3% | ? | 15*
COc1c(/C=C2\SC(=Nc3ccccc3Cl)NC2=O)cccc1[N+](=O)[O-] | ? | -12 | 3% | 13% | -14% | 7% | -2
CNc1nc(SCC(=O)Nc2ccccc2)nc(N2CCOCC2)n1 | 102%[activator] | -4 | -4% | 1% | 16% | -17% | 8
COc1ccccc1N1CCN(CC(O)c2ccc3cc[nH]c3c2)CC1 (stereo unspecified) | -96% | 11 | 1% | 5% | ? | -9% | -2
O=C(Nc1ccc(Oc2ccc(C(=O)O)c(C(=O)O)c2)cc1)c1cccs1 | 2.1µM* | -15 | -1% | 2% | 7% | 18% | 1

Next section, starting with the last three of the part before.
SMILES | Pf growth 96h | Shiga toxin inh | LmPK inhibitor | TbPYK inhibitor | Pf growth 48h | HCV inh | Cycloheximide cs
CNc1nc(SCC(=O)Nc2ccccc2)nc(N2CCOCC2)n1 | 102%[activator] | -4 | -4% | 1% | 16% | -17% | 8
COc1ccccc1N1CCN(CC(O)c2ccc3cc[nH]c3c2)CC1 (stereo unspecified) | -96% | 11 | 1% | 5% | ? | -9% | -2
O=C(Nc1ccc(Oc2ccc(C(=O)O)c(C(=O)O)c2)cc1)c1cccs1 | 2.1µM* | -15 | -1% | 2% | 7% | 18% | 1
CC(=O)Nc1cc(C(F)(F)F)ccc1N1CCOCC1 | / | 9 | -1% | -4% | 11% | 23% | -3
CC(C)c1ccc(/C=C/C(=O)O)cc1 | 2% | -1 | -1% | 2% | 8% | 4% | 5
O=C(c1ccccc1)N1CCN(C(=O)c2cccnc2)CC1 | ? | 3 | -2% | -10% | 26% | 13% | -1
COc1ccc(-n2nc(C(=O)NCC(=O)NCCCN3CCOCC3)c3ccccc3c2=O)cc1Cl | 73%[activator] | -8 | -4% | 1% | 0% | -9% | -5
CC(C)(C)c1cc(NC(=O)COC(=O)c2ccc(O)cc2O)n(-c2ccccc2)n1 | ? | / | / | -1% | ? | ? | /
COc1ccc(CC(=O)N2CCCc3ccccc32)cc1OC | 9% | -14 | 2% | -10% | ? | -10% | -3
NC(=O)C1CCN(c2nc(-c3ccc4c(c3)OCCO4)cs2)CC1 | ? | / | / | -24% | ? | / | /
CCn1cnc2sc(-c3ccccc3)cc2c1=O | / | 112* | -11% | -11% | 207%[activator] | -30% | 29*
COC(=O)c1cc(Br)c(=O)n(CCC2=CCCCC2)c1 | 10% | -10 | 3% | -13% | -15% | -7% | -4
O=C(Nc1cccc(Cl)c1)Nc1ccc(Cl)cn1 | / | -7 | -2% | -1% | / | 23% | 7
CCOC(=O)CSc1nccc(N(C)C)c1C#N | 37%[activator] | -6 | 1% | -7% | 31%[activator] | -1% | -4
CCc1ccc(N2C(=O)CN(Cc3sccc3C)C2=S)cc1 | ? | 51* | 2% | -3% | 7% | -5% | 21*
Cc1ccc(N(CC(=O)N2CCN(c3ccc(F)cc3)CC2)S(=O)(=O)c2c(C)noc2C)cc1 | ? | -5 | 0% | -4%&1% | ? | -21% | -11
CCOC(=O)C1=C(c2ccccc2)NC(=O)NC1c1ccc(OC)cc1 (stereo unspecified) | -9% | -7 | 6% | 0% | 12% | -13% | -2
Cc1ccc2nc(-c3cccnc3)c(NC3CCCCC3)n2c1 | -8% | -13 | -1% | 4% | ? | 1% | -1

Record cards, as listed above:
CCOC(=O)CSc1nccc(N(C)C)c1C#N is entered as Pf growth 96h = 37%[activator]; Shiga toxin inh = -6; LmPK inhibitor = 1%; TbPYK inhibitor = -7%; Pf growth 48h = 31%[activator]; HCV inh = -1%; Cycloheximide cs = -4
Cc1ccc(N(CC(=O)N2CCN(c3ccc(F)cc3)CC2)S(=O)(=O)c2c(C)noc2C)cc1 is entered as Pf growth 96h = ?; Shiga toxin inh = -5; LmPK inhibitor = 0%; TbPYK inhibitor = -4%&1%; Pf growth 48h = ?; HCV inh = -21%; Cycloheximide cs = -11

Part of the list above with just Pf growth 48h, Shiga toxin inh and LmPK inhibitor.
molecule | Pf growth 48h | Shiga toxin inh | LmPK inhibitor
COc1ccc(-n2nc(C(=O)NCC(=O)NCCCN3CCOCC3)c3ccccc3c2=O)cc1Cl | 0% | -8 | -4%
O=C(c1ccccc1)N1CCN(C(=O)c2cccnc2)CC1 | 26% | 3 | -2%

Next part:
SMILES | Pf growth 96h | Shiga toxin inh | LmPK inhibitor | TbPYK inhibitor | Pf growth 48h | HCV inh | Cycloheximide cs
CCOc1nc2c(c(-c3cccs3)c1C#N)Cc1ccccc1-2 | 11% | 0 | 3% | 1% | 4% | -3% | -3
O=C(CCCN1C(=O)CCC1=O)Nc1ccc(Br)cc1F | 54%[activator] | 5 | 8% | 2% | / | 4% | -1
CCC(CC)C(=O)Nc1cccc(C(=O)Nc2ccc3c(c2)OCO3)c1 | / | 80* | 4% | -11% | 16% | 7.9µM* | 43*
Cc1ccc(CNC(=O)C2CCCN(S(=O)(=O)c3c(C)[nH]c(=O)[nH]c3=O)C2)cc1 (stereo unspecified) | -4% | 0 | 2% | 4% | -3% | 31%[activator] | -1
O=C(NCc1cccnc1)C1CCC(CNS(=O)(=O)c2cccc3nsnc23)CC1 (stereo unspecified) | 10% | 1 | 4% | 12% | -16% | 13% | 2
CC(C)(C)C1CCC(OC(=O)C[N+]2(C)CCCC2)CC1 (stereo unspecified) | 71% | 12 | 9% | -1% | ? | -3% | -5
CC(=O)C1=C(O)C(=O)N(c2ccc(Br)cn2)C1c1cccc([N+](=O)[O-])c1 (stereo unspecified) | ? | 5 | 3% | 5% | 2% | 12% | -2
Cc1ccc(NC(=O)c2cc(-c3ccccc3)n[nH]2)cc1 | 5% | 49* | -4% | -8% | 77%[activator] | -14% | 39*
COc1ccc(CCn2c(O)c(C=NCc3cccnc3)c(=O)[nH]c2=O)cc1OC | / | 2 | -3% | -21% | 1% | 4% | -1
Cn1c(C(=O)NCCCN2CCN(c3ccccc3F)CC2)cc2c(=O)n(C)c3ccccc3c21 | 9.3µM* | -16 | 12% | 0% | / | -13% | -4
O=C(NCc1cccc(Cl)c1)c1ccc(S(=O)(=O)Nc2cccc(C(F)(F)F)c2)cc1 | -24% | -15 | -1% | -10% | 12% | 2% | -2
CSCCC(NC(=O)COc1ccccc1)C(=O)OCC(=O)c1cc2ccccc2o1 (stereo unspecified) | 22% | 13 | 4% | 1% | / | -2% | 20
COc1ccc(OCC(O)CNC(=O)Nc2ccccc2)cc1 (stereo unspecified) | 35%[activator] | -6 | 1% | 4% | 37% | -3% | -1
Cc1ccc(C)c(NC(=S)N2CCC(NC(=O)c3ccco3)CC2)c1 | 47%[activator] | 8 | 4% | -6% | 1% | -2% | -5
Cc1nn(C(=O)C(C)N2C(=O)c3ccccc3C2=O)c(C)c1Br (stereo unspecified) | 19% | 4 | -3% | -11% | 11% | 10% | -2
NC(=O)c1cc(S(=O)(=O)NCc2cccs2)cs1 | 8.3µM* | 11 | -1% | -2% | 42%[activator] | 1% | -2
Cc1sc2nc(CSC(C)C(=O)Nc3ccc(C(N)=O)cc3)[nH]c(=O)c2c1C (stereo unspecified) | 1% | / | / | -19% | 6% | 21% | /
CCOc1ncccc1C(=O)OC(C)C(=O)Nc1ccc(CC)cc1 (stereo unspecified) | 14% | -14 | 4% | 1% | -11% | ? | 1
CN1c2ccccc2C(NCCCCCCC(=O)O)c2ccc(Cl)cc2S1(=O)=O (stereo unspecified) | ? | 4 | / | -6% | -25% | / | 11
O=S(=O)(Nc1cccc(C(F)(F)F)c1)c1cnc[nH]1 | 10µM* | -6 | -10% | 1% | 12% | 8% | -1
COc1cccc(Oc2ccc(N)cc2)c1 | / | 33* | 1% | 4% | 109%[activator] | -21% | 19*
Cc1nn2c(=O)cc(CSCC(=O)Nc3ccccc3F)nc2s1 | ? | -8 | -3% | -1% | 10% | 11% | -1
CC1CCN(C(=O)c2cccc(S(=O)(=O)N3CCCc4ccccc43)c2)CC1 | -10% | / | / | -13% | -65% | ? | /
N/C(=N\OC(=O)c1cccnc1)c1ccc(Cl)cc1Cl | i | 44* | 1% | 0% | 53%[activator] | 0% | 22*
COc1ccc(CN2CCSCC2)cc1C | / | -15 | 2% | 2% | 6% | -4% | 8
Cn1c(CSCc2ccccc2)nnc1SCC(=O)Nc1nccs1 | 5.9µM* | 5 | 3% | / | ? | -17% | 4
C(=N\n1cnnc1)/c1ccc(N2CCOCC2)cc1 | 22% | 3 | 1% | 1% | 22% | 8% | 1
O=C1CC(C(=O)Nc2ccccc2)N=C(N2CCCCC2)N1 (stereo unspecified) | / | 18 | 1% | 1% | 21% | 19% | 6
COCC(=O)Nc1ccccc1NC(C)=O | / | 20 | -7% | 4% | 18% | 5% | -4
COc1cccc(CNC(=O)c2ccc3c(c2)N(Cc2ccc(F)cc2Cl)C(=O)c2ccccc2S3)c1 | / | -2 | / | 3% | / | / | -7
Cc1ccc2c(CC(=O)OCC(=O)N(CC(C)C)c3c(N)n(Cc4ccccc4)c(=O)[nH]c3=O)coc2c1 | -15% | / | / | -1% | ? | -25% | /
COc1ccc(-c2nc3ncccc3o2)cc1NC(=O)c1cccs1 | 18% | -13 | -8% | 0% | -30% | -20% | -3
Cc1csc2c(=O)sc(NC(=O)c3ccc(F)cc3Cl)nc12 | 24% | 2 | 4% | -7% | 9% | ? | -1
O=C(C1CC2CCC1C2)N1CCN(Cc2ccc3c(c2)OCO3)CC1 (stereo unspecified) | 78%[activator] | -2 | -2% | -6% | 11% | -2% | -3
c1ccc(CSc2snnc2-c2ccccc2)cc1 | 0% | 42* | 4% | 4% | -1% | 11% | 44*
COc1cc(C(=O)Nc2nnc(C3=COCCO3)o2)cc(OC)c1OC | 13% | -4 | -4% | -1% | -23% | 0% | -3
